T cell HTS: T cell immune modulation candidate; 2C CD8+ T cell-vesicle binding, flow cytometry; active compounds read low; calls only at 7 µM; 330,000 tested, 0.068% active;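 active = response, share of CD8 T cells binding vesicles, and their 90th percentile fluorescence all below set limits, cut at about 80% in these data, passing the limit was not always enough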
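incubation = binding step 1.5 h, 37 °C, antibody labelling 20 min, ice | test system = 2C mouse CD8+ T cells | read-out basis = percent CD8+ FL2 mean versus row control | controls = Peptide-free naked vesicles (low) and QL9 vesicles with 0.7% DMSO vehicle (high) | detection = flow cytometry of vesicle-bound cells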
GPR55 antagonists: GPR55 antagonists blocking LPI-driven arrestin recruitment, primary screen, imaging, U2OS, beta-arrestin-GFP, LPI agonist (AID 2013); 290,000 tested, 0.13% active; inhibition, % at 10 µM, or IC50 in µM where a hit was titrated; U2OS GPR55 beta-arrestin-GFP translocation imaging, LPI antagonism; higher % means a stronger effect;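 active = spots per cell inhibited over 60%, with over 100 cells counted and total cytoplasm intensity under 500,000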;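 also: U2OS cells stably carrying GPR55 and arrestin-GFP stimulated by 5 µM LPI near EC80; imaged beta-arrestin-GFP aggregate spots per cell after agonist stimulation; plate controls were LPI-stimulated DMSO wells for no effect and DMSO wells without LPI for full effect; some results filed as inactive read as strong as hits; confirmed hits need IC50 under 10 µM and bright autofluorescent wells are also inconclusive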
NTR1 agonist: NTR1-driven beta-arrestin-GFP spot formation – imaging, U2OS cells, high content, primary screen (AID 493036); P30989; agonist mode; activation, % at 20 µM; 330,000 tested, 0.17% active;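 active = activation at or above 40% of the spot to cytoplasm intensity ratio, with at least 20 cells analyzed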;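 also: 0% = DMSO without peptide and 100% = 100 nM NTR1 peptide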
Target sequence (P30989 whole entry, looked up): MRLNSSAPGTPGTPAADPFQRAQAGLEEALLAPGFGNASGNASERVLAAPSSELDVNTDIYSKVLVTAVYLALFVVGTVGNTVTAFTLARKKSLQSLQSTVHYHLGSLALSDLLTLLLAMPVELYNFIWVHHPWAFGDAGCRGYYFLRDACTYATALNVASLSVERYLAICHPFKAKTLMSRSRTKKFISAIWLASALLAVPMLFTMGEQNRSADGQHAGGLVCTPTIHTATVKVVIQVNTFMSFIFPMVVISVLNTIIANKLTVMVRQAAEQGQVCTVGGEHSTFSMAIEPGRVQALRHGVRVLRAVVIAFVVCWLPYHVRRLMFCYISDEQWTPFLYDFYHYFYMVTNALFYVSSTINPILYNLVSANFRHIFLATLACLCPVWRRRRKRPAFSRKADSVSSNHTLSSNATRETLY
KOR beta-arrestin-1: kappa opioid receptor activators – cell-based, luminescence, uHTS, primary screen (AID 1777). activation, % at 10 µM, or EC50 in µM where a hit was titrated. 280,000 tested, 0.02% active. KOR beta-arrestin recruitment, luminescence; higher % means a stronger effect; in the data active = activation above about 50%, passing the limit was not always enough; also: a part of the inactive calls stands beside numbers as strong as those of hits
West Nile antiviral: West Nile virus antiviral activity, cell-based, CPE readout (AID 1621) | West Nile virus-infected cells, CPE inhibition; higher % means a stronger effect | 290,000 tested, 0.02% active | CPE inhibition, % at 10 µM; hits with a dose series show IC50 in µM; in the data active = a potency from the dose series; also: strong numbers were not always called active
PhoP inhibition: inhibitors of PhoP regulon expression, primary screen, Salmonella Typhimurium, GFP reporter (AID 1863). S. Typhimurium PhoP-regulated promoter GFP reporter, 4 h; higher % means a stronger effect. inhibition, % at 50 µM; hits with a dose series show IC50 in µM. 300,000 tested, 0.16% active;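 active = inhibition over 29.93%, a cutoff 3 SD above the screen mean, later confirmed by dose response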;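 also: 0% = low Mg2+ inducing control and 100% = high Mg2+ repressing control; strong numbers were not always called active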
GPR35 arrestin U2OS: inhibition of zaprinast-stimulated GPR35 beta-arrestin translocation – imaging, U2OS, beta-arrestin-GFP, zaprinast agonist, primary screen (AID 2058); U2OS GPR35 beta-arrestin-GFP translocation imaging, zaprinast antagonism; higher % means a stronger effect; inhibition, % at 10 µM, or IC50 in µM where a hit was titrated; 290,000 tested, 0.052% active;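 active = inhibition of at least 50% with at least 30 cells and total cytoplasm GFP at most 10,000,000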
KOR beta-arrestin-2: KOR antagonists, beta-arrestin recruitment, cell-based, luminescence, uHTS (AID 1778); KOR beta-arrestin recruitment, luminescence, antagonist mode; higher % means a stronger effect; inhibition, % at 10 µM, or IC50 in µM where a hit was titrated; 290,000 tested, 0.091% active; in the data active = inhibition above about 50%; also: strong numbers were not always called active
GPR55 activation: selective activators of receptor GPR55 – imaging, U2OS cells, beta-arrestin-GFP redistribution, primary screen (AID 1961) | 290,000 tested, 0.048% active | one-dose activation, % at 10 µM; EC50 in µM for titrated hits | U2OS GPR55 beta-arrestin-GFP redistribution imaging; higher % means a stronger effect;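 active = activation above 40% with more than 50 cells counted in the well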;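 also: U2OS osteosarcoma cells stably expressing GPR55 and beta-arrestin-GFP; plate controls were DMSO negative control for no effect and LPI positive control for full effect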
T cell HTS vesicle-bound %: recorded beside T cell HTS, whose call it bears; double positive events, %; measured here: CD8+ vesicle-bound cell fraction;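 binding gate set so that unloaded-vesicle control wells show 10% double positive cells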
NTR1 agonist cell count 20 µM: further read-out of NTR1 agonist, marked with its call; cell count; measured here: cell count, cytotoxicity flag
Starred values were filed as active, the others as inactive; i = inactive; nt = not tested or not shown; [ ] = dose if it differs, or a comment.

SMILES,T cell HTS,T cell HTS vesicle-bound %,GPR55 antagonists,NTR1 agonist,NTR1 agonist cell count 20 µM,KOR beta-arrestin-1,West Nile antiviral,PhoP inhibition,GPR35 arrestin U2OS,KOR beta-arrestin-2,GPR55 activation
CCN(CC)C(=O)C12CC3CC(CC(Cl)(C3)C1)C2,i,41.5,8.2%,0.1,36,-0.1%,-0.5%,-10.6%,-14.8%,0.2%,-0.1%
Cc1cc(C(=O)COC(=O)Cn2c(C(F)(F)F)nc3ccccc32)c(C)n1Cc1ccco1,i,63.7,2.8%,1.4,96,28.7%,-0.7%,6.3%,0.2%,-6.5%,0.2%
CC(C)COc1ccc(-c2nnc(-c3ccncc3)o2)cc1,i,28.0,-7.2%,5.1,76,-3.5%,-0.3%,-4.3%,2.8%,-45.4%,1.3%
Cc1ccc(OCC(=O)NNC(=O)C2CCN(c3nc(C)cc(C)n3)CC2)cc1,i,41.2,-20.0%,0.2,61,4.6%,0.6%,9.0%,-10.2%,-16.3%,0.6%
CCN(c1ccccc1)S(=O)(=O)c1ccc(C(=O)Nc2nccs2)cc1,i,52.2,1.9%,-0.1,36,-9.2%,-0.1%,-3.9%,-3.2%,18.9%,0.3%
CCN=C1S/C(=C/c2ccc(-c3ccc(Cl)cc3C(=O)O)o2)C(=O)N1CC,i,30.8,6.9%,4.8,80,-0.3%,1.0%,-0.4%,-10.5%,-32.3%,0.3%
CCOC(=O)c1c(N)sc(C(=O)N2CCCCC2)c1C,i,22.4,-17.3%,0.3,35,8.2%,-0.1%,2.5%,17.8%,15.7%,-0.2%
CCOc1cc(C(=O)OCC(=O)N(C)c2ccccc2)cc(OCC)c1OCC,i,45.1,-3.1%,-0.4,67,-1.6%,-0.7%,4.0%,-4.2%,3.8%,0.3%
CC(C)(C)NC(=O)/C=C/c1ccc(C(F)(F)F)cc1,i,48.0,11.4%,-0.9,92,0.6%,-0.5%,-0.6%,11.0%,1.1%,0.1%
COCCNCC(=O)NC12CC3CC(CC(C3)C1)C2,i,23.7,-2.7%,2.1,64,-5.4%,0.2%,5.2%,-2.5%,7.5%,0.2%
O=C1CN(C(=O)c2ccccc2[N+](=O)[O-])C(c2ccccc2)c2cc(Br)ccc2N1 (centres undefined),i,11.3,-4.7%,2.5,84,-0.4%,-1.4%,1.2%,-2.2%,4.7%,0.0%
CCOC(=O)Nc1sc(C(=O)N(CC)CC)c(C)c1C(=O)OCC,i,49.2,0.8%,0.2,87,-2.2%,0.5%,-9.6%,-3.7%,39.0%,-0.1%
O=C(CNC(=O)Cc1ccccc1)NCC(=O)N1CCN(C(c2ccccc2)c2ccccc2)CC1,i,56.1,-1.2%,0.1,57,-0.5%,-0.5%,0.2%,0.2%,10.3%,-0.1%
COc1cc(/C=N/Nc2nc(C)cc(=O)[nH]2)cc(OC)c1O,i,24.3,-12.1%,1.1,68,0.2%,0.2%,3.0%,-9.6%,-9.6%,-0.1%
Cc1ccccc1COc1ccc(/C=N/NC(=O)c2nnn(-c3nonc3N)c2CN2CCC(C)CC2)cc1,i,16.5,21.4%,1.8,64,3.7%,0.1%,-3.8%,-2.1%,11.7%,-0.2%
CC(C)(O)C#Cc1ccc(C(=O)NCc2ccccc2F)cc1,i,3.9,12.2%,-0.4,70,-0.7%,-0.1%,1.1%,3.4%,27.8%,0.4%
CC(=O)c1sc(NCCOc2ccc(C)cc2)nc1C,i,50.9,8.7%,0.1,94,-2.7%,-0.5%,-2.8%,16.2%,-15.5%,-0.1%
CCOC(=O)N1CCN(C(=O)CSc2nc3c([nH]c4ccccc43)c(=O)n2CCOC)CC1,i,58.9,9.6%,0.8,49,3.5%,0.6%,3.9%,-7.2%,-28.1%,-0.2%
COc1ccc(N2C(=O)CC(N3CCN(C4CCc5ccccc5C4)CC3)C2=O)cc1 (centres undefined),i,29.9,-0.5%,-1.5,105,-2.0%,-0.2%,-0.8%,13.6%,25.9%,0.2%
O=C(COC(=O)c1c(F)cccc1Cl)NC1CCCC1,i,22.5,-11.4%,0.3,32,-1.5%,0.1%,1.2%,5.4%,-11.4%,-0.2%
O=[N+]([O-])c1ccc(Cl)c(-c2ccc(/C=N/n3cnnc3)o2)c1,i,36.3,1.1%,-1.2,96,2.9%,-0.8%,-7.5%,-13.1%,-18.4%,1.0%
c1ccc(-c2csc(NNC3=NCCCCC3)n2)cc1,i,6.6,4.5%,2.0,73,9.8%,0.1%,-3.0%,13.0%,-44.7%,-0.1%
COC(C[C@@H](O)C[C@@H](O)COCc1ccccc1)OC,nt,nt,1.0%,3.7,81,-2.1%,-0.2%,-5.3%,-2.1%,12.7%,0.3%
COc1ccc(OCC(=O)Nc2ccc(S(=O)(=O)N3CCOCC3)cc2)cc1,i,29.9,18.3%,-3.0,83,-7.0%,0.1%,-0.7%,2.1%,7.0%,0.3%
COc1cc2c(cc1OC)C(C)N(C(=O)Cn1ncc3c1-c1cc(C)ccc1OC3)CC2 (centres undefined),i,57.0,-0.9%,-0.4,38,-2.0%,1.4%,2.7%,-13.3%,-21.8%,-0.3%
CSCCC(N=CC1=C(O)CC(C)(C)CC1=O)C(=O)O (centres undefined),i,24.6,3.8%,1.6,40,-1.1%,0.2%,4.5%,-8.7%,0.1%,-0.1%
Cc1sc2ncn(-n3c(C)ccc3C)c(=O)c2c1C,i,1.0,-3.8%,1.5,47,-6.2%,0.4%,1.7%,0.0%,23.1%,0.3%
Cc1cccc(/C=N/n2c(C)cc(C)c(C#N)c2=O)c1,i,30.5,5.1%,3.7,61,0.9%,0.0%,3.9%,-12.6%,35.3%,0.0%
CCN(Cc1ccncc1)Cc1ccc(Br)cc1,i,65.1,-5.6%,-1.0,52,-4.7%,-0.7%,-1.1%,-7.9%,17.0%[20 µM],0.7%
CCNC(=O)c1sc(-c2ccccc2)nc1C,i,22.1,-2.5%,-1.6,95,5.9%,-0.7%,-2.4%,13.9%,15.4%,0.4%

The list continues:
SMILES,T cell HTS,T cell HTS vesicle-bound %,GPR55 antagonists,NTR1 agonist,NTR1 agonist cell count 20 µM,KOR beta-arrestin-1,West Nile antiviral,PhoP inhibition,GPR35 arrestin U2OS,KOR beta-arrestin-2,GPR55 activation
CCOC(=O)c1ccc(NC(=O)CSc2nnc(C)n2-c2ccccc2)cc1,i,43.9,-6.5%,2.2,84,0.2%,0.0%,-10.1%,-10.0%,15.3%,0.3%
COc1ccc(CC(=O)NCC(=O)NCc2cc(=O)n(C)c(=O)n2C)cc1,i,24.2,8.3%,1.4,71,-1.0%,0.3%,-5.0%,4.0%,19.1%,-0.2%
COc1ccc(-c2ccc(C(=O)O)c(=O)[nH]2)cc1,i,38.8,21.6%,-1.4,42,-1.2%,0.9%,0.4%,22.8%,13.6%,0.7%
COc1cccc(OCCOc2cccc(/C=N/n3cnnc3)c2)c1,i,54.3,-3.1%,6.5,72,0.2%,0.9%,-9.0%,1.1%,3.9%,-0.3%
Cc1cc(C(C)(C)C)cc(C)c1S(=O)(=O)N1CCN(C(=O)c2cc([N+](=O)[O-])c[nH]c2=O)CC1,i,21.6,-17.4%,-0.2,54,0.4%,-1.1%,-2.6%,-10.5%,-7.2%,nt
CCOC(=O)c1cnc(-n2nc(C)cc2C)nc1NNc1nc(C)cc(C)n1,i,48.8,2.6%,-0.6,42,1.2%,0.1%,-10.7%,-3.4%,-12.4%,-0.1%
O=C(CCS(=O)(=O)c1cccc2nsnc12)N1CCN(C(=O)c2ccco2)CC1,i,39.8,7.2%,-0.4,85,-1.2%,-0.3%,-15.8%,0.1%,8.7%,0.3%
CCn1cc(CNCc2cn(-c3ccccc3C)nc2-c2ccc(OC)c(F)c2)cn1,i,23.6,-16.8%,1.8,62,0.2%,-0.6%,nt,-10.8%,-19.0%[20 µM],0.4%
COC(=O)c1ccc(CNC(=O)c2cc3ccccc3oc2=O)cc1,i,9.2,1.8%,2.8,27,2.7%,0.2%,0.3%,-11.7%,-49.1%,-0.7%
Cc1ccc(C(=O)OCC(=O)N2CCCC2)cc1,i,18.0,7.4%,-2.3,58,-5.6%,-0.1%,-2.6%,-7.7%,32.7%,-0.2%
N#CNc1nc(O)cc(=O)[nH]1,i,4.9,5.4%,-0.4,46,-0.9%,-0.1%,-5.1%,-0.6%,25.8%,-0.1%
CC(C)Cc1nnc(NC(=O)CCN2C(=O)c3ccccc3C2=O)s1,i,25.6,8.0%,-2.5,57,0.2%,0.2%,-2.2%,0.7%,-25.0%,-0.2%
COc1ccccc1NC(=O)c1cccc(S(=O)(=O)N2CCOCC2)c1,i,34.9,5.5%,-0.1,71,-0.3%,0.1%,4.9%,-17.6%,-34.5%,0.1%
COc1ccccc1C(=O)NCc1nnc(SCC(=O)Nc2nccs2)n1C,i,35.1,2.2%,-0.5,54,-0.3%,0.0%,-0.9%,2.9%,-22.5%,0.1%
CCOC(=O)N1CCC(N2Cc3cccc(C(=O)NCc4ccccn4)c3C2=O)CC1,i,17.6,-5.3%,0.7,103,5.5%,-0.2%,-5.5%,-5.3%,13.2%,-0.1%
COc1cc(NC(=O)c2ccc3c(c2)OCCO3)ccc1NC(=O)c1ccco1,i,37.5,9.3%,1.9,35,3.1%,1.7%,-12.1%,-4.7%,-11.9%,-0.1%
COc1ccc(-n2c(Cn3c(=O)sc4ccccc43)nnc2SCC(=O)N2CCOCC2)cc1,i,59.8,-3.9%,-0.2,63,-4.4%,-0.1%,11.7%,10.2%,-43.8%,-0.1%
CCOc1cc(CN2CCCC(C(=O)c3cccc(C(F)(F)F)c3)C2)ccc1O (centres undefined),i,36.6,-3.7%,0.9,42,6.3%,-1.4%,-11.0%,5.4%,-11.4%,0.1%
O=S(=O)(NC12CC3CC(CC(C3)C1)C2)c1ccc(F)cc1,i,38.6,14.2%,2.7,86,-6.4%,0.8%,10.8%,-0.1%,4.5%,-0.1%
COC(=O)c1cccc(C23CC4(C2)[C@H](CN(Cc2cccnc2)[C@@H]4c2ccccc2)C3c2ccc(C(F)(F)F)cc2)c1 (some centres undefined),i,57.4,-3.8%,2.0,71,nt,-0.3%,2.4%,2.0%,4.2%,-0.1%
Cc1oc(-c2ccc3c(c2)OCCO3)cc1C(=O)NC(CCC(=O)O)C(=O)O (centres undefined),i,12.7,-6.6%,-1.2,89,-2.2%,0.4%,0.7%,16.0%,-3.2%,1.0%
